From PubChem BioAssay
STAT3 act = IL-6 driven STAT3 reporter potentiators, primary screen, U3A cells, luciferase, luminescence, MLSCN library | IL-6 STAT3-luciferase reporter; 100% = signal with IL-6 EC80 alone | activation (% of control), % at 5.6 µM | 190,000 tested, 0.91% active | AID 871, 2007;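 active means activation above the screen-wide mean of compound activation plus 3 SD, cut at about 130% in these data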;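 further: 0% = background luminescence of wells with medium and substrate only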
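Material: human U3A cells carrying STAT3-luciferase construct. Measured by: reporter luminescence signal. Timing: compound 1 h, then IL-6 6 h at 37 °C.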
STAT3 inh = IL-6 driven STAT3 reporter inhibitors, primary screen, U3A cells, luciferase, luminescence, MLSCN library; IL-6 STAT3-luciferase reporter; host cell line lacks STAT1; inhibition, % at 5.5 µM; 190,000 tested, 0.89% active; AID 862, 2007;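 active means inhibition above the mean inhibition across all screened compounds plus 3 SD, cut at about 44% in these data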;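 further: 0% = DMSO only wells and 100% = 100 µM nifuroxazide control wells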
Hsp70 act = Hsp70 transcriptional activators, primary screen, cell-based, HeLa, Hsp70 promoter luciferase, luminescence, 10 µM; HeLa Hsp70 promoter luciferase reporter; scaled: vehicle 0, proteasome-inhibitor control 100%; activation, % at 10 µM; 200,000 tested, 0.04% active; AID 1203, 2008;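 active means activation above the mean across all tested compounds plus 3 SD, cutoff set per campaign, cut at about 5.5% in these data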;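 further: 100% = MG132 at 30 µM as the positive control and 0% = DMSO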
RAM inhibit = inhibitors of the yeast RAM network, primary screen, dse1pr::URA3 reporter, 5-FOA selection. S. cerevisiae dse1pr::URA3 reporter, 5-FOA growth OD615, 2 d; analog-sensitive cbk1-as2 kinase mutant strain. inhibition, % at 50 µM. AID 868, 2007. 190,000 tested, 1.8% active;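 active means inhibition above a set limit, 3 SD over mean compound inhibition, cut at about 8.4% in these data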;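 further: 0% = DMSO-only wells with no growth and 100% = 10 µM 1-NA-PP1 full growth; inhibition rescues growth on 5-FOA so higher OD means more RAM inhibition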
STAT1 inh = STAT1 signaling inhibitors, primary screen, cell-based, HTS, luciferase reporter; NIH 3T3 STAT1-luciferase reporter, IFN-gamma, luminescence; inhibition, % at 5.5 µM; 200,000 tested, 0.35% active; AID 920, 2007;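 active means inhibition above a set limit, the mean inhibition across all tested compounds plus 3 SD, cut at about 34% in these data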;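 further: 0% = IFN-gamma with DMSO and 100% = IFN-gamma with 300 µM nifuroxazide; values of inactives mirror those of a sister screen read the other way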
APP 5'UTR act = activators of APP 5'UTR luciferase reporter, primary screen, SH-SY5Y cells | SH-SY5Y APP 5'UTR luciferase reporter, luminescence; zero percent = DMSO vehicle wells | activation, % at 2 µM | 190,000 tested, 1% active;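 active means activation above a set limit, based on mean plus 3 SD of controls, cut at about 140% in these data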; further: values of inactives mirror those of a sister screen read the other way
FLuc inh counter = firefly luciferase enzyme inhibitors, primary screen, artefact control for luciferase-based inhibitor screens, biochemical, luminescence, ATPLite; 200,000 tested, 1.5% active; inhibition, % at 10 µM; 10 min;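 active means inhibition above about 50% when tested at 10 µM, limit read from the data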
Target sequence (P08659 whole entry, looked up): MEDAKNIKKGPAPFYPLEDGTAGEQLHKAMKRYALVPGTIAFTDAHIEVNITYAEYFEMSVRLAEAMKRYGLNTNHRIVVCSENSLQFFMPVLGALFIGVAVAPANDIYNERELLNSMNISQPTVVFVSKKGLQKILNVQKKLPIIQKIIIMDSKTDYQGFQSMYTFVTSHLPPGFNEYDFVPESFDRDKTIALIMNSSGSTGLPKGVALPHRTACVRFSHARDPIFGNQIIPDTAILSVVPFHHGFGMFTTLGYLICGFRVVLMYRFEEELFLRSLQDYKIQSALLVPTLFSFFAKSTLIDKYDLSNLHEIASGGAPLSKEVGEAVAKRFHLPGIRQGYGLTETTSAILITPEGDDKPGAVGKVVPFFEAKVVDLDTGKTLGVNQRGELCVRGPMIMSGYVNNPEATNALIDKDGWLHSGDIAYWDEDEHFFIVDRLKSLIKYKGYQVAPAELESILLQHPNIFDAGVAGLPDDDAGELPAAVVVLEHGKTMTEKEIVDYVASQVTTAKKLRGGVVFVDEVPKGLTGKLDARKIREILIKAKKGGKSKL
APP 5UTR inh = inhibitors of APP translation via 5'UTR reporter, primary screen, APP 5'UTR luciferase, SH-SY5Y cells; SH-SY5Y APP 5'UTR-luciferase reporter, luminescence; inhibition, % at 2 µM; 190,000 tested, 0.82% active;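 active means inhibition above a set limit, derived from the sample mean plus 3 SD, cut at about 45% in these data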; further: values of inactives mirror those of a sister screen read the other way
NF-kB neuron act = activators of NF-kB expression in neurons, primary screen, cell-based, HTS; human neuronal cells, NF-kB reporter expression; active compounds read high; fold change at 12.5 µM; AID 1239, 2008; 190,000 tested, 1.6% active; in the data active means fold change above about 3.3
STAT1 activator = STAT1 signaling activators, primary screen, cell-based, HTS, luciferase reporter. NIH 3T3 STAT1-luciferase reporter, IFN-gamma, luminescence; 100% = IFN-gamma alone, no compound. activation (% of control), % at 5.5 µM. AID 932, 2007. 200,000 tested, 2.6% active;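 active means activation above the screen-wide mean activation plus 3 SD, cut at about 130% in these data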;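 further: raw ratio to IFN-gamma control signal so 100% means no change and 0% no light; values of inactives mirror those of a sister screen read the other way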
* hit, by the source's call; . = no result given.

SMILES	STAT3 act	STAT3 inh	Hsp70 act	RAM inhibit	STAT1 inh	APP 5'UTR act	FLuc inh counter	APP 5UTR inh	NF-kB neuron act	STAT1 activator
O=C(CNC(=O)c1cccc(F)c1)OCC(=O)N1CCCc2ccccc21	101	-3	-0.2	-0.4	-1	17	5	-17	1.1	101
CCn1c(COc2ccccc2C)nnc1SCC(=O)CC(=O)Nc1ccccc1	93	12	0.1	3.2	9	-3	-4	3	0.93	92
COCCN(C(=O)C1CC1)c1nnc(-c2ccc(C)cc2)s1	90	16	-0.2	0.5	-8	-7	4	7	1.4	107
C=CCC(NCc1ccccc1)c1ccc(C)o1 (stereo not drawn)	105	-5	-0.3	1.4	1	-9	.	9	1.2	99
CCOC(=O)c1sc2nc(CC(=O)OC)nc(N(C)CCc3ccccn3)c2c1C	106	0	0.1	0.2	6	-9	-7	8	1.2	92
COc1ccc(S(=O)(=O)Nc2cc(C)ccc2OC)cc1C	100	4	-0.1	1.4	6	11	-5	-11	0.91	93
COC(=O)c1ccc(N=c2sc(C(=O)OC)cc(=O)n2C)cc1	.	.	-0.1	0.1	-9	1	2	-1	1.1	107
O=C1CC(N(CCc2ccccc2)C(=S)Nc2ccccc2)C(=O)N1c1ccc(Br)cc1 (stereo not drawn)	102	-8	-0.3	4.3	-13	11	-3	-11	1.2	112
Cn1c(SCCCC(=O)c2ccc(F)cc2)nnc1-c1ccncc1	98	6	-0.4	-0.4	-3	22	-8	-22	0.85	103
COc1ccc(CNC(=O)Cn2cc3c(n2)CCCCC3)cc1	100	0	-0.2	0.5	2	5	-3	-5	0.9	99
Cc1ccc(S(=O)(=O)N2CCN(Cc3cc(C(C)C)ccc3O)CC2)cc1	105	-3	-0.3	1.7	-9	-13	-2	13	0.82	109
COc1cccc(CC2(CO)CCCN(CC3=Cc4cc(OC)ccc4OC3)C2)c1 (stereo not drawn)	106	-2	-0.3	0.1	7	-22	-6	22	1.2	92
COC(=O)c1c(O)cc(=O)n2c1CCCCC2	114	-16	-0.6	1.1	-3	23	-4	-23	0.96	100
c1ccc2c(c1)nc1sccn12	106	-1	-0.3	0.9	4	9	-5	12	1.1	95
Cc1ccc(C(C)(C)C)c(OCCCn2ccnc2)c1	97	11	-0.1	0.0	11	-17	-4	17	0.86	90
COc1ccc(/C=N/NC(=O)Cc2csc(Nc3cccc(C(F)(F)F)c3)n2)cc1C	90	17	0.0	0.1	-2	-6	6	6	0.92	102
Cc1cc(C(F)F)n2ncc(C(=O)NCc3ccccc3C(F)(F)F)c2n1	102	2	-0.2	4.3	5	15	-4	-15	1.2	95
O=C(CCN1CCCCC1)c1ccc2c(c1)OCCO2	100	6	0.1	-1.6	1	-10	-8	10	0.98	99
O=[N+]([O-])c1ccc(N2CCCCC2)c(-c2nn[nH]n2)c1	102	-1	0.0	4.1	-12	11	-5	-11	1.3	110
CC1CCCCC12NC(=O)N(CC(=O)c1ccc[nH]1)C2=O (stereo not drawn)	106	-3	0.9	1.2	2	-1	-8	1	1	98
CCC(CC)=C(C#N)C(=O)NC1CCCCC1	97	2	0.1	-0.1	-3	9	1	-9	1.1	103
Cc1ccc(S(=O)(=O)N/N=C\c2cc3c(cc2Br)OCO3)cc1	91	11	-0.4	4.4	2	4	-7	-4	1.2	98
CCOC(=O)C1=C(C)Nc2ncnn2C1c1cc(OC)ccc1OC (stereo not drawn)	105	-3	-0.3	-0.3	-3	-18	-9	18	0.74	102
COc1ccc(N=C2SCC(=O)N2c2ccc(OC)cc2)cc1	100	6	0.0	1.5	4	-4	-6	4	0.99	96
COc1ccc(CNC(=O)COC(=O)CCc2c[nH]c3ccccc23)cc1	101	1	0.2	0.7	0	-5	-3	5	1	99

Continued, starting with the last 2 of the part before.
SMILES	STAT3 act	STAT3 inh	Hsp70 act	RAM inhibit	STAT1 inh	APP 5'UTR act	FLuc inh counter	APP 5UTR inh	NF-kB neuron act	STAT1 activator
COc1ccc(N=C2SCC(=O)N2c2ccc(OC)cc2)cc1	100	6	0.0	1.5	4	-4	-6	4	0.99	96
COc1ccc(CNC(=O)COC(=O)CCc2c[nH]c3ccccc23)cc1	101	1	0.2	0.7	0	-5	-3	5	1	99
CC(C)Oc1ccc(C(=O)NC(=S)Nc2ccc(CN3CCOCC3)cc2)cc1	100	1	-0.2	0.3	-3	-12	-4	12	1.2	102
CC(CN1CCCCC1)OC(=O)c1ccc2c(c1)OCO2 (stereo not drawn)	103	0	0.0	3.1	-8	1	-4	-1	1.1	108
Cc1cc(C)c2c(=O)[nH]c(SCC(=O)N3CCOCC3)nc2n1	100	5	-0.3	1.6	-6	-24	-4	24	1.1	104
CC(=O)N1CC2([N+](=O)[O-])CN(C(C)=O)CC([N+](=O)[O-])(C1)C2(C)C	101	1	-0.1	0.1	-6	19	-2	-18	0.82	104
Cc1cccn2c(=O)c(/C=C(\C#N)C(=O)NCc3ccco3)c(N3CCCC(C)C3)nc12 (stereo not drawn)	104	-10	-0.5	2.7	-8	6	-4	-6	0.68	108
CC(C)NC(=O)Nc1cccs1	99	3	-0.5	-0.8	11	0	-12	0	0.98	90
Cn1c(=O)n(CCc2ccccc2)c(=O)c2c1nc1n2CCCN1Cc1ccccc1	90	18	0.0	2.4	8	-2	-7	2	0.41	93
N#CC1=C(N)OC2=C(C(=O)CCC2)C1CCc1ccccc1 (stereo not drawn)	96	4	-0.6	5.6	-7	-9	-3	9	1.1	107
C=CCn1c(SCC(=O)Nc2nccs2)nnc1-c1ccco1	94	10	-0.2	0.9	-4	-13	-3	13	1.1	103
CC(C)(C)OC(=O)N1CCC(c2c(C(=O)O)cnn2-c2ccccc2Cl)CC1	104	0	0.7	2.1	0	5	-5	-5	0.87	100
O=C(COc1cccc2ccccc12)N1CCN(c2ccccc2)CC1	106	-6	0.1	6.5	-1	-13	0	13	1.2	103
C=CCN1CCN(C(c2ccccc2)c2nnnn2CCC(C)C)CC1 (stereo not drawn)	97	8	0.1	2.3	2	-4	-2	4	0.97	98
NS(=O)(=O)c1ccc(NC(=O)COC(=O)C23CC4CC(CC(C4)C2)C3)cc1	93	11	-0.2	3.7	8	-13	-3	13	1.5	93
COc1ccccc1OCC(=O)OCC(=O)Nc1sccc1C(N)=O	96	7	-0.5	3.9	-1	-10	0	10	1.2	101
COc1ccccc1CCNC(=O)CCn1c(=O)oc2ccccc21	106	2	-0.3	0.8	-7	19	-10	-19	1.1	106
O=c1c2ccccc2nc(CSc2nnnn2-c2ccccc2)n1-c1ccccc1	107	-4	-0.2	3.6	-1	-15	-6	16	1.2	102
O=C1Nc2ccccc2Nc2ncccc21	95	14	-0.3	2.8	6	1	-2	-1	1.2	95
Cn1cc([N+](=O)[O-])c(C(=O)Nc2nc(-c3ccc(Cl)cc3)cs2)n1	53	60*	0.9	4.5	24	-96	-4	96*	1.2	79
COc1ccc(CNC(=O)c2ccc(CS(=O)(=O)Cc3ccccc3F)o2)cc1	111	-11	-0.1	1.0	7	-6	-5	6	1	92
CN(Cc1cnccn1)Cc1c(C(=O)N2CCc3ccccc3C2)nc2ccc(Cl)cn12	110	-9	-0.1	0.1	1	28	-5	-28	0.8	98
C/C(CCC(=O)OC[C@H]1O[C@H](C#Cc2ccccc2)C=C[C@@H]1Oc1ccc(C)cc1)=N\OC[C@@H](O)[C@H]1O[C@@H]2OC(C)(C)O[C@@H]2[C@H]1O	107	-11	0.0	11*	-7	0	-11	0	1.2	106
O=C1CCCC2=C1C(c1ccc(Cl)cc1)C1C(=O)c3ccccc3C1=N2 (stereo not drawn)	91	14	0.0	4.0	7	9	-4	-9	0.55	94
COc1ccc(C(=O)N2CCC(O)(c3ccc(F)cc3)CC2)cc1OC	98	3	-0.1	1.1	4	.	-8	.	1.1	102
COc1cc(-c2cc(C(=O)Nc3nc4ccccc4s3)c3ccccc3n2)cc(OC)c1OC	107	-11	-0.2	8.3	-1	19	-4	-19	0.57	103
CCCn1c(/C=C/c2ccco2)nc2ccccc21	109	-9	-0.1	0.2	-7	14	8	-14	1.7	107
Remaining list, next part:
SMILES	STAT3 act	STAT3 inh	Hsp70 act	RAM inhibit	STAT1 inh	APP 5'UTR act	FLuc inh counter	APP 5UTR inh	NF-kB neuron act	STAT1 activator
O=C(COc1ccc(F)cc1)NNC(=O)c1cc2ccccc2oc1=O	84	22	-0.1	2.0	14	-19	-8	19	1.3	88
C=CCOc1c(Br)cc(CNc2nccs2)cc1OC	100	4	-0.2	1.6	-11	-6	-2	6	1.2	110
NC(=O)CC(NC(=O)OCc1ccccc1)C(=O)O (stereo not drawn)	102	8	-0.4	-0.1	3	17	-5	-17	1.1	97
CNC(=O)CSc1nnnn1-c1ccc(C)cc1C	107	3	-0.2	0.5	3	-18	-2	18	1.2	98
CC12CCC(C(=O)NCc3ccc4c(c3)OCO4)(OC1=O)C2(C)C (stereo not drawn)	102	-1	0.2	3.0	0	-4	5	4	1.1	105
COc1cc(C2NC(=O)NC(C)=C2C(=O)OC2CCCC(C)C2)ccc1O (stereo not drawn)	94	10	-0.2	-0.4	8	8	-3	-8	0.97	93
COCCCNC(=O)c1ccc(Cn2c(=O)c3ccccc3n(Cc3cc(C)ccc3C)c2=O)cc1	99	2	0.1	4.7	-1	26	-4	-26	1.1	101
CC(=O)Nc1ccc(NC(=O)C2CC(=O)N(c3cccc(C)c3C)C2)cc1 (stereo not drawn)	105	-1	0.8	0.4	-3	33	-1	-33	1.1	103
S=C(c1ccc(N2CCCC2)c(Br)c1)N1CCCCC1	92	14	0.4	0.2	-4	2	-6	-2	1	101
Cc1ccccc1N1CCN(S(=O)(=O)N(C)C)CC1	109	3	-0.1	-0.8	-8	5	-9	-5	1.4	106
Cc1ccc(CCNC(=O)C2CCCN(S(=O)(=O)c3cccc4nsnc34)C2)cc1 (stereo not drawn)	96	9	-0.2	0.5	7	0	-5	0	0.94	94
COc1ccc(OCC#CCN2CC(C)OC(C)C2)cc1 (stereo not drawn)	103	6	0.1	1.1	5	7	-6	-7	1.3	95
O=C(/C=C/c1ccc(Cl)cc1Cl)NCCN1CCOCC1	103	1	0.2	0.7	-2	-4	-3	4	1.4	102
Cc1ccc(S(=O)(=O)CCC(=O)Nc2ccc(F)cc2)cc1	93	13	-0.3	2.5	-3	-7	-6	6	0.96	100
OCC1(CC2CCCCO2)CCN(Cc2nc3ccccc3[nH]2)CC1 (stereo not drawn)	117	-15	-0.5	2.1	7	-1	-6	0	0.79	92

Of the compounds above, these have a nitro group on carbon.
SMILES	STAT3 act	STAT3 inh	Hsp70 act	RAM inhibit	STAT1 inh	APP 5'UTR act	FLuc inh counter	APP 5UTR inh	NF-kB neuron act	STAT1 activator
O=[N+]([O-])c1ccc(N2CCCCC2)c(-c2nn[nH]n2)c1	102	-1	0.0	4.1	-12	11	-5	-11	1.3	110
CC(=O)N1CC2([N+](=O)[O-])CN(C(C)=O)CC([N+](=O)[O-])(C1)C2(C)C	101	1	-0.1	0.1	-6	19	-2	-18	0.82	104
Cn1cc([N+](=O)[O-])c(C(=O)Nc2nc(-c3ccc(Cl)cc3)cs2)n1	53	60*	0.9	4.5	24	-96	-4	96*	1.2	79
